# 14-3-3 Bad inh: inhibitors of 14-3-3 zeta/Bad binding, primary screen, biochemical, TR-FRET, bovine 14-3-3 zeta. 0.71% of 220,000 active. AID 781, 2007. 14-3-3 protein zeta/delta (Bos taurus), P63103. inhibition, % at 21.7 µM. TR-FRET 14-3-3zeta/Dy647-pBad peptide displacement, 1 h;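 active = inhibition above about 70%, limit read from the data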;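 also: 0% = full 14-3-3 plus peptide FRET controls and 100% = background without 14-3-3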
# Target sequence (P63103 whole entry, looked up): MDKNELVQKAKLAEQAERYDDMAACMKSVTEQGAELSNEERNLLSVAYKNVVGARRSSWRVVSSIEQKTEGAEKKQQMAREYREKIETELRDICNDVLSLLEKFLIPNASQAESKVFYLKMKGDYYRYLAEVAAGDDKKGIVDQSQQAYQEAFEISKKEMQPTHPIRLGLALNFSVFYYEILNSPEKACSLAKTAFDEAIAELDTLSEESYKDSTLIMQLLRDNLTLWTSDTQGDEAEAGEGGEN
# Hck Nef HTS: inhibitors of Nef-activated human Hck kinase, primary screen, biochemical, Z-Lyte FRET, 384-well, Hck-YEEI | Tyrosine-protein kinase HCK (Homo sapiens), P08631 | Recombinant Hck-YEEI plus Nef, Z-Lyte FRET kinase assay | inhibition, % at 20 µM | 0.68% of 220,000 active | AID 463187, 2010;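 active = Hck-Nef kinase inhibition above about 50%, limit read from the data; inactive = inhibition below that limit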;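 also: 0% = DMSO with Hck plus Nef and 100% = Hck alone without Nef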
# Target sequence (P08631 whole entry, looked up): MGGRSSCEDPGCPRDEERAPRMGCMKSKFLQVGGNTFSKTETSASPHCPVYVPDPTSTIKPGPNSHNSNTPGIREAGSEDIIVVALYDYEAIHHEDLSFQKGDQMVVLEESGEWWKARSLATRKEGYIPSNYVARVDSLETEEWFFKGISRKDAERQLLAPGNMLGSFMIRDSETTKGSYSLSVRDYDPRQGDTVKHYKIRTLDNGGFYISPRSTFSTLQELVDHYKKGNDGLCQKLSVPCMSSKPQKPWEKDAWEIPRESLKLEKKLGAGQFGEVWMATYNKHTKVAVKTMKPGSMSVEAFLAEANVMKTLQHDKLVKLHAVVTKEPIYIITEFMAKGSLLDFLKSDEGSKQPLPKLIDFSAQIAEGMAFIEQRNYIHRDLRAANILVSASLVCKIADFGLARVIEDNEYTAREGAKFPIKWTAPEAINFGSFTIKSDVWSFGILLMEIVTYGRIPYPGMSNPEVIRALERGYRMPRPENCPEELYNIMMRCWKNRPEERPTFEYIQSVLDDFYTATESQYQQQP
# Mdm2 ligase inh: MDM2-luciferase reporter signal enhancers, primary screen, MDM2 E3 ligase inhibitor project, cell-based, luminescence, 1536-well. 0.11% of 210,000 active. E3 ubiquitin-protein ligase Mdm2 (Homo sapiens), Q00987. cell-based MDM2 ubiquitination luciferase reporter, 2 h; 0 = plate control, 100 = twice control, blank-subtracted. signal enhancement, % at 5 µM;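 active = signal enhancement of 30% or more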;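 also: luminescence tracks abundance of the self-degrading MDM2-luciferase fusion protein; higher signal means inhibition of MDM2 E3 ligase activity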
#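 Assay system: stable mammalian line carrying autodegrading MDM2–luciferase fusion reporter; amount: 2000 cells seeded into each well; buffer or medium: DMEM; benchmarks: plate control and blank wells; signal: luciferase luminescence; timing: 2 h compound exposure at 37 °C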
# Runt-CBFb FRET: inhibitors of RUNX1 Runt–CBFb binding, primary screen, biochemical, FRET, Cerulean-Runt, Venus-CBFb, uHTS | Cerulean-Runt/Venus-CBFb FRET ratio 530/480, 1 h | inhibition, % at 20 µM | 0.46% of 220,000 active;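 active = inhibition over about 50% at 20 µM in the single-dose screen, limit read from the data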;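 also: 0% = DMSO wells and 100% = excess unlabeled CBFb competitor control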
#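 Doses: 20 µM compound in 1% DMSO | Material: Cerulean-labeled Runt domain protein | Amount: Each fluorescent fusion protein 100 nM | Schedule: Two 1 h room-temperature incubations shielded from light | Measured by: FRET fluorescence | Evaluation: Loss of energy transfer signal | Controls: Unlabeled CBFb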
# TbHK1 inh: Trypanosoma brucei hexokinase 1 inhibitors, primary screen, biochemical, G6PDH-coupled NADH absorbance, MLSCN library | 0.11% of 220,000 active | recombinant TbHK1, G6PDH-coupled NADH A340 | hexokinase 1 [Trypanosoma brucei] | inhibition, % at 10 µM;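 active = inhibition of 50% or more in the single-dose primary screen; inactive = inhibition below 50%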
# Runt-SMMHC FRET: inhibitors of RUNX1 Runt–CBFb-SMMHC binding, primary screen, biochemical, FRET, Cerulean-Runt, Venus-CBFb-SMMHC, uHTS | Cerulean-Runt/Venus-CBFb-SMMHC FRET ratio 530/480, 1 h | inhibition, % at 20 µM | AID 1434, 2008 | 0.74% of 220,000 active | Runt-related transcription factor 1 (Homo sapiens) + Core-binding factor subunit beta …;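 active = mean inhibition across duplicate retests at 20 µM reaching about 50%, limit read from the data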;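 also: 0% = DMSO wells and 100% = wells with excess untagged CBFb-SMMHC; inhibitors lower the FRET ratio by blocking Runt binding to CBFb-SMMHC; some results filed as inactive read as strong as hits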
# NCF1 inh: p47phox/p22phox peptide binding inhibitors, primary screen, biochemical, uHTS, NADPH oxidase regulatory subunit | AID 1274, 2008 | 0.53% of 220,000 active | fluorescence polarization, 2 h | inhibition, % at 24.7 µM;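 active = inhibition above about 30%, limit read from the data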;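 also: 0% = p47phox with labelled peptide and 100% = labelled peptide alone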
# L929 necroptosis: inhibitors of zVAD-triggered necroptosis, primary screen, L929 cells. L929 zVAD necroptosis rescue, ATP luminescence, 24 h; with zVAD 60 µM. viability rescue, % at 10 µM. 0.38% of 220,000 active. AID 1377, 2008;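 active = activation, scaled between plate controls, above about 75%, limit read from the data; inactive = activation under that limit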;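 also: 0% = zVAD with DMSO and 100% = DMSO alone without zVAD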
# EBV gp42 inh: Epstein-Barr virus gp42 inhibitors, primary screen, biochemical, uHTS, fluorescence polarization; Glycoprotein 42 (Epstein-Barr virus (strain AG876)), Q1HVG2; Fluorescence polarization binding assay, mP read-out; inhibition, % (tested at 21.74 µM); 0.42% of 220,000 active; in the data active = inhibition above about 50%
# Target sequence (Q1HVG2 whole entry, looked up): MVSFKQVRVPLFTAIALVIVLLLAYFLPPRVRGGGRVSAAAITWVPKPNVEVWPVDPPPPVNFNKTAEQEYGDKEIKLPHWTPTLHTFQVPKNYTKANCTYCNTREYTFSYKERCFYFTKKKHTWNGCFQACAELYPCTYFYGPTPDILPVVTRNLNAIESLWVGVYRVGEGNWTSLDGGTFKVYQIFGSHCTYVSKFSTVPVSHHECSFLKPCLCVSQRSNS
# Active calls of the source: *; / = not tested or not shown; [ ] = remark or other dose.
molecule	Mdm2 ligase inh	14-3-3 Bad inh	Runt-CBFb FRET	Runt-SMMHC FRET	TbHK1 inh	Hck Nef HTS	L929 necroptosis	NCF1 inh	EBV gp42 inh
COc1ccc(NC(=O)c2cc(-c3ccccc3OC)on2)cc1	-7	6	-2	-1	3	2	-0.1	-9	0
COc1cc(NC(=O)c2cccs2)ccc1NC(=O)c1ccco1	-13	-16	0	-3	-16	16	0.5	-13	-1
Cc1nn(C(C)(C)C)c(OC(=O)c2ccco2)c1Sc1ccccc1	-17	2	-2	3	-2	2	0.6	-12	-15
C=CCn1c(=O)n2ncnc2c2c3c(sc21)CCCC3	-5	4	-2	1	-7	-1	-0.3	-9	-3
COc1ccc2oc(C(=O)OCC(=O)/C(C#N)=C(\C)N)c(C)c2c1	-2	13	3	7	-4	1	0.4	-28	-6
CN(C)C(=O)NCc1ccc(S(N)(=O)=O)cc1	-10	16	-1	1	-5	0	-0.1	-8	4
COC(=O)[C@H](CCSC)NC(=O)Nc1cc(OC)cc(OC)c1	-10	-2	-1	-1	8	12	-0.1	-8	-13
O=C(CN(c1ccc2c(c1)OCCO2)S(=O)(=O)c1ccccc1)NCc1ccc(Cl)cc1	4	3	0	3	-5	3	0.0	-10	-3
O=C(Nc1cccc(-c2cnc3ccccc3n2)c1)c1cccc(NC(=O)c2ccco2)c1	/	32[fluorescence artefact?]	-3	-1	-24	1	1.0	-4	-11
O=C(Cn1c(NCCO)nc2ccccc21)c1ccccc1	-10	-3	-2	0	-1	-20	/	-14	-19
COC(=O)CC1=C(C(=O)OC)C(c2ccc3c(c2Cl)OCO3)C(C#N)=C(N)O1 (configuration not stated)	10	-2	0	-3	-8	1	-0.2	-10	-2
CCN1CCCC(OC(=O)c2cc(-c3ccc(C)cc3)nc3ccccc23)C1 (configuration not stated)	-10	4	-2	0	-10	4	0.0	-37	-17
CCCCn1c(=N)n(CC(=O)c2ccc(OC)cc2)c2ccccc21	-10	-4	2	1	19	3	0.2	3	-7
O=C(NNc1nc2c(F)cc(F)cc2s1)C1COc2ccccc2O1 (configuration not stated)	-4	-12	6	0	4	21	3.5	-1	-4
c1cn(CCCNc2ncnc3nc[nH]c23)cn1	-15	4	-1	0	3	10	2.5	-13	-2
Cc1cc(C)c(C)c(OCC(=O)O/N=C(\N)c2cccnc2)c1	-16	-2	-7	2	-3	3	-0.5	-8	-6
CSc1ccccc1NC(=O)c1ccncc1	-15	-1	-1	-3	6	5	-1.4	-6	-31
COCCNC(=O)C(C#N)c1nc2ccccc2nc1N1CCCCCC1 (configuration not stated)	-5	-7	44	51*	-10	1	-0.4	-13	1
Cc1cc(/C=C2\C(=N)N3N=CSC3=NC2=O)c(C)n1Cc1ccccc1	-9	-1	1	6	-8	9	1.1	-3	2
CCN1CCN(C(=O)Nc2ccc(OC)cc2OC)CC1	-88	-7	-2	-5	-1	-15	0.6	-7	-1
COc1ccc(NS(=O)(=O)c2cc(NC(=O)c3sccc3C)ccc2N2CCOCC2)cc1	-7	-1	0	1	-1	3	3.1	-16	-9
CC(C)(C)c1cc(C(=O)NNC(=O)Nc2ccccc2)n(Cc2ccccc2)n1	-15	17	1	1	3	-12	-0.1	2	-6
O=C(/C=C/c1ccc2c(c1)OCO2)c1ccc[nH]1	-14	-2	-30	-68	-27	8	-0.1	81*	4
O=P(OC1CCCCC1)(OC1CCCCC1)C(O)c1cccnc1 (configuration not stated)	-8	1	1	2	-10	13	1.4	-8	-4
CCOC(=O)C1CCCN(CCC(=O)Nc2ccccc2)C1 (configuration not stated)	-14	39	-2	-2	8	-22	-0.6	-8	-29
O=C(c1scc2c1CCCC2)N1CCCCC1	-17	-5[fluorescence artefact?]	0	0	-4	3	-0.8	-14	-12
CCOc1cc(/C=C/c2cc(C(F)(F)F)[nH]c(=O)n2)ccc1O	9	-11	-20	-83	-31	0	46	-52	-24
CCOC(=O)c1c(O)c2cccc3c2n(c1=O)CC3	-6	3	1	-3	-14	13	0.0	-3	-21
Cn1ccnc1C1CCCCN1C(=O)c1cc(COc2ccc(F)cc2F)on1 (configuration not stated)	-10	5	1	5	-11	21	0.3	-10	-9
O=C(CSC1=NCCN1)NC12CC3CC(CC(C3)C1)C2	-5	22[fluorescence artefact?]	0	0	7	0	85*	-9	-4
COc1cccc(NC(=S)N(CCCN2CCC(C)CC2)Cc2cccs2)c1	5	-4	2	2	-4	-16	0.0	-1	-18
COC(=O)c1ccc(S(=O)(=O)N(Cc2ccccc2)Cc2ccccc2)n1C	-11	4	-1	0	-1	-25	0.0	5	0
O=c1cccc(-c2ccc(Br)cc2)o1	-18	-1	0	3	-12	5	0.3	15	-2
O=C(NCC1CCCO1)c1nc2c(nnn2Cc2ccc(F)cc2)c(=O)[nH]1 (configuration not stated)	-15	4	6	-1	0	-3	1.9	-3	-2
Cc1cccc(-n2c(O)c(C=Nc3ccccc3)c3ccccc3c2=O)n1	-6	-1	3	11	-5	12	0.3	-2	7
C=CCNC(=S)NC1CC(C)(C)NC(C)(C)C1	-8	-6[fluorescence artefact?]	0	0	28	2	1.0	5	-7
Cc1ccc(CC2C(=O)N(c3cc(Cl)ccn3)C(=O)C2C)cc1 (configuration not stated)	-12	-3	1	-5	-8	0	0.5	-1	-7
CC(=O)C1C(c2ccc(Cl)cc2)c2c(noc2C)CC1(C)O (configuration not stated)	-4	-14	-1	0	3	13	-0.2	2	-5
CC(C)(C)NC(=O)C(OC(=O)c1cccs1)c1ccccc1 (configuration not stated)	-2	-10	-3	1	3	19	25	-4	-18
CCN1C/C(=C/c2ccc(N3CCOCC3)cc2)C(=O)/C(=C/c2ccc(N3CCOCC3)cc2)C1	7	1[fluorescence artefact?]	-56	-164	-48	0	0.2	-120	36
CCOC(=O)c1sc2ncnc(NCC(c3cccs3)N(C)C)c2c1C (configuration not stated)	-32	-7	-7	0	-17	2	0.1	-10	4
CN(C)S(=O)(=O)N(CC(=O)Nc1ccc2ccccc2c1)c1ccccc1	-7	-5	-3	1	3	5	1.0	0	2
CSc1ncc(Cl)c(C(=O)NCc2ccc3c(c2)OCO3)n1	5	-3[fluorescence artefact?]	0	-4	3	2	/	-4	-25
Cc1csc(SCC(=O)NC(=O)NCCC(C)C)n1	-10	-5	-2	2	1	-1	1.4	-12	11
C/C=C/C(=O)Nc1cccc(C2=NOC3(C2)C[C@H](C(N)=O)N(C(=O)c2ccccc2C(=O)c2ccccc2)C3)c1 (some centres not stated)	12	-3	-3	0	-13	27	0.5	-13	-11
CC1(C)C(=O)Nc2ccccc2N1C(=O)COC(=O)CCSc1ccccc1	-11	-6	-1	-4	-6	2	0.3	-11	-11
COc1ccc(OCC(=O)Nc2cc(-c3nn(C)c(=O)c4ccccc34)ccc2OC)cc1	-33	26[fluorescence artefact?]	-1	-3	-20	1	0.1	-16	8
Cc1c(NC(=O)c2c(N)n(-c3ccccc3)c3nc4ccccc4nc23)c(=O)n(-c2ccccc2)n1C	-6	24	-1	-21	-16	7	-0.2	-16	5
O=C(Cc1ccccc1)N/N=C/c1ccccc1OCc1ccc(Cl)cc1	0	6	0	2	3	2	0.1	-4	-8
COC(=O)CCCC1=CC2=CC(=O)C(C)(OC(=O)c3cccs3)C(=O)C2=CN1CC1CC1 (configuration not stated)	20	0	0	0	-24	11	0.7	-1	1
CC(C)C[C@H](NC(=O)Nc1cccc(C(F)(F)F)c1)C(=O)O	6	13	-4	-2	1	1	1.8	-8	-18
O=C(/C=C/c1ccco1)N(c1ccccn1)c1ccccn1	-5	2	23	33	-18	27	1.7	-8	18
CC1(C)CC(=O)C(C=Nc2ccc3[nH]ncc3c2)=C(O)C1	-14	-4	5	2	-27	1	-0.6	6	-2
O=C(OC1CCCCC1=O)c1cc(Cl)ccc1[N+](=O)[O-] (configuration not stated)	0	-2	0	2	2	0	1.3	-3	-5
COc1ccc(OCCCC(=O)Nc2cccnc2)cc1	/	-9[fluorescence artefact?]	0	0	-3	1	0.1	-16	-31
CCc1ccc(-n2c(=O)c3c(C)c(C)sc3n(CC(=O)NCC3CCCO3)c2=O)cc1 (configuration not stated)	-8	-17	-6	1	0	24	0.6	-10	2
CC(=O)N1c2ccc3ccccc3c2C2C=CCC2C1c1ccc(Br)cc1 (configuration not stated)	-17	9[fluorescence artefact?]	-30	-74	-16	0	1.0	-32	30
Cc1ccsc1/C=N/NC(=O)CO	-1	-7	-2	-3	-10	21	-1.0	-5	-17
CCc1ccc(N2C(=O)CN(Cc3cccs3)C2=S)cc1	-3	5	0	0	-3	16	0.7	7	0
CCOC(=O)c1cnc(-n2nc(C)cc2C)nc1NCCc1ccccc1	4	-1	-7	3	-4	9	0.3	-9	-2

# 2 entries picked at random from the list so far, as already listed:
molecule	Mdm2 ligase inh	14-3-3 Bad inh	Runt-CBFb FRET	Runt-SMMHC FRET	TbHK1 inh	Hck Nef HTS	L929 necroptosis	NCF1 inh	EBV gp42 inh
Cc1ccsc1/C=N/NC(=O)CO	-1	-7	-2	-3	-10	21	-1.0	-5	-17
Cc1c(NC(=O)c2c(N)n(-c3ccccc3)c3nc4ccccc4nc23)c(=O)n(-c2ccccc2)n1C	-6	24	-1	-21	-16	7	-0.2	-16	5

# (list continues)
molecule	Mdm2 ligase inh	14-3-3 Bad inh	Runt-CBFb FRET	Runt-SMMHC FRET	TbHK1 inh	Hck Nef HTS	L929 necroptosis	NCF1 inh	EBV gp42 inh
Cc1cccn2c(=O)c3cc(C(=O)N4CCN(C(=O)c5ccco5)CC4)n(C)c3nc12	-2	8	4	19	-15	41	6.2	-3	-11
COc1ccc(/C=N/Nc2nc(N3CCCC3)nc(N3CCCC3)n2)c(OC)c1OC	-3	-13	4	4	-22	-1	0.4	-4	-18
Cc1c(NC(=O)c2cc3c(s2)CCCC3)c(=O)n(-c2ccccc2)n1C	4	1	2	1	-4	17	2.5	2	-5
CN1C(=O)CC(C(=O)O)SC1=Nc1cc(Cl)cc(Cl)c1 (configuration not stated)	6	-1[fluorescence artefact?]	-1	-6	5	4	0.6	-9	-17
CCOC(=O)c1c(C)c(C(=O)Nc2ccc(N(C)C)cc2)c(C)n1CC	-7	13[fluorescence artefact?]	0	7	-4	3	4.3	8	13
Cc1ccc(CNC(N)=S)cc1	-1	10	3	-6	-3	-1	-0.6	-7	-27

# Bioassay records as filed in PubChem.
